Assay outcomes: PubChem BioAssay, National Center for Advancing Translational Sciences (NCATS)
Pf growth 96h: P. falciparum growth inhibition at 96 hour, primary screen for plastid delayed-death inhibitors; P. falciparum luciferase reporter growth, 96 h; Potency, µM (titrated, usually from 28.7 µM), for the others: top-dose activity change, negative = inhibition, usual class: inhibitors; actives 6.9% (n = 320,000)
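Two-generation exposure (96 h) targets delayed-death phenotype. Reporter parasites carrying integrated firefly luciferase, in red cells at 2% hematocrit and 0.05% parasitemia final, kept at 37 C, 5% CO2; luminescence loss indicates inhibition.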
Sm TGR block: blocks Schistosoma mansoni thioredoxin glutathione reductase. Q962Y6. purified TGR, DTNB reduction, TNB absorbance 405 nm. Potency, µM (highest dose often 114 µM), for the others: at the top dose activity change, negative = inhibition, hits mostly inhibitors. actives 3% (n = 360,000); also: nearly all actives have a fitted effect of over 60% in size
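Kinetic colorimetric format: TGR-catalysed, NADPH-driven DTNB reduction monitored via TNB absorbance. Enzyme dispensed at 20 nM; compound exposure 15 min at room temperature before reaction start.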
LmPK inhibitor: blocks Leishmania mexicana pyruvate kinase activity. Q27686. purified LmPK, Kinase-Glo ATP luminescence, 1 h. Potency, µM (titrated, usually from 57.5 µM), without a hit: top-dose activity change, negative = inhibition, usual class: inhibitors. actives 0.37% (n = 290,000). AID 1721
Target sequence (Q27686 whole entry, looked up): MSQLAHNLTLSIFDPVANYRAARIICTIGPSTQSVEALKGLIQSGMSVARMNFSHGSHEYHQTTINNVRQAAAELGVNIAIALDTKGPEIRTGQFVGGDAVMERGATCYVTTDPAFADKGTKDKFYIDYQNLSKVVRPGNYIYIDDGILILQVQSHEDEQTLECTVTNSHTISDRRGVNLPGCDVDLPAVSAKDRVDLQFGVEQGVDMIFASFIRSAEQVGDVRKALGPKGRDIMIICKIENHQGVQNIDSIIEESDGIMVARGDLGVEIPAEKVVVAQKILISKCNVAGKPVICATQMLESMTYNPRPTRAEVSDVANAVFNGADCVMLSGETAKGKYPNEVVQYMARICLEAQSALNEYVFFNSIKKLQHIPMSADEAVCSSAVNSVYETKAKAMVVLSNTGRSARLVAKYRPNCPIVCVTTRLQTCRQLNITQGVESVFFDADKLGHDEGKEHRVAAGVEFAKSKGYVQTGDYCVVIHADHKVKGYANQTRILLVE
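0.1 nM LmPK, 0.5 mM PEP, 0.1 mM ADP; 50 mM imidazole pH 7.2, 7 mM MgCl2, 50 mM KCl; 1 h RT. Kinase-Glo luminescence readout, normalized to no-enzyme (full inhibition) and uninhibited wells.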
Pf growth 48h: inhibits P. falciparum growth in the first generation, 48 h. P. falciparum luciferase growth in erythrocytes, 48 h. Potency, µM (highest dose often 28.7 µM), for inactives: top-dose activity change, negative = inhibition, hits mostly inhibitors. actives 5.9% (n = 310,000)
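A one-generation exposure of luciferase-tagged malaria parasites in RPMI 1640/Albumax erythrocyte culture, 37 C and 5% CO2. Inhibition is inferred from decreased luminescence after adding detection reagent.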
Tb PYK inh: inhibitors of Trypanosoma brucei pyruvate kinase | actives 0.12% (n = 410,000) | TbPYK enzyme, Kinase-Glo Plus ATP luminescence, 45 min | Potency, µM (series often up to 76.8 µM), for inactives: top-dose activity, negative = inhibition, usual class: inhibitors | AID 624173 | Q57TT1; also: nearly all actives have a fitted effect of over 50% in size
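Luminescent Kinase-Glo Plus end-point after 45 min room-temperature reaction of T. brucei pyruvate kinase started with 130 uM ADP (final). Buffer TEA 50 mM pH 7.2 with KCl, MgCl2, BSA, Tween-20; titration-based qHTS with fitted concentration-effect curves.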
HCV inh: HCV inhibition; Huh7.5.1 HCVcc-Cre infection, luciferase reporter, 44 h; Potency, µM (titrated, usually from 41.8 µM), for the others: top-dose activity change, negative = inhibition, hits mostly inhibitors; actives 3.4% (n = 340,000)
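1,000 cells/well; 4 h culture; + compound; + HCVcc-Cre (~0.5 moi); 44 h; luciferase substrate, RT 15 min; read 15 sec.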
The depositor's hits bear a star; ? = inconclusive; / = no result given; & = joins results of further samples; [ ] = dose if it differs, or a comment. Calls follow the shape of the dose curve; as a rule, active = well fitted curve in the direction sought with a large enough effect; inconclusive = small, poorly fitted or top-dose-only effect, or another doubt; inactive = no such curve, though single readings can be large; an effect the other way counts as inactive or inconclusive. % is scaled to controls: 0 for no effect and ±100 for the full control effect; potency is read from the fitted curve at half-maximal effect.

[1] CC1=C(C#N)C(NC(=O)C(C)(C)C)(C(F)(F)F)C(=O)N1 (stereo unspecified)
[2] COc1ccc2ccccc2c1CNCc1ccccn1
[3] Cc1cc(Br)cc2c1NC(=O)C2(O)CC(=O)c1ccco1 (stereo unspecified)
[4] Cc1ccccc1Nc1nc(N)nc(CSCc2c(C)noc2C)n1
[5] CC(=O)N1c2ccccc2C(C)CC12CCCCC2 (stereo unspecified)
[6] O=C(O)/C=C\C(=O)Nc1ccccc1C#Cc1ccccc1
[7] CC(C)(C)c1ccc(-c2c(C#N)c(N)nc3c2CCCC3)s1
[8] Cc1cc(=O)cc(C)n1-c1ccccc1Br
screen / no.,1,2,3,4,5,6,7,8
Pf growth 96h,?,-30%,62%[1.15 µM],35%[activator],/,89%[activator],?,?
Sm TGR block,5%,?,11%,-4%,-1%,40µM*,-23%,-13%
LmPK inhibitor,3%,-4%,0%,1%,3%,0%,5%,1%
Pf growth 48h,21%,/,61%[activator],15%,-23%,127%[activator],?,9%
Tb PYK inh,/,0%,0%,-1%,-1%,-15%,0%,-8%
HCV inh,13%,7%,2%,-22%,26%,11µM*,2%,7%

[9] O=C(NNc1c2ccccc2nc2ccccc12)c1ccc(O)cc1O
[10] Cc1cc(CNC(=S)Nc2cccc(Cl)c2Cl)nn1C
[11] O=C(COc1coc(CN2CCN(c3ccccc3)CC2)cc1=O)N1CCc2ccccc21
[12] O=C(NCc1ccccc1)NC(=O)c1ccccc1
[13] O=C(NCC(=O)N1CCN(c2ccccc2)CC1)c1ccc(Cl)cc1
[14] COC(=O)C1(C#N)C(c2ccccc2)C1(C(=O)OC)C(=O)OC (stereo unspecified)
[15] CCOC(=O)C1=C(CC)Nc2ccccc2N/C1=N\S(=O)(=O)c1ccccc1OC
[16] CS(=O)(=O)Cc1cc(N2CCCC2)nc(-c2ccccc2)n1
screen / no.,9,10,11,12,13,14,15,16
Pf growth 96h,?,-1%,?,/,3%,6%,?,-24%
Sm TGR block,-25%,13µM*,-11%,-2%,10%,-20%,2%,7%
LmPK inhibitor,-4%,1%,/,-4%,-1%,-2%,/,-1%
Pf growth 48h,?,-6%,-3%,23%,-5%,/,?,18%
Tb PYK inh,0%,-10%,3%,-6%,1%,-7%,3%,1%
HCV inh,?,4%,13%,-1%,0%,21%,8%,-4%

Profiles, quoted from the list.
O=C(NCc1ccccc1)NC(=O)c1ccccc1 across the screens: Pf growth 96h: /; Sm TGR block: -2%; LmPK inhibitor: -4%; Pf growth 48h: 23%; Tb PYK inh: -6%; HCV inh: -1%
COC(=O)C1(C#N)C(c2ccccc2)C1(C(=O)OC)C(=O)OC (stereo unspecified) across the screens: Pf growth 96h: 6%; Sm TGR block: -20%; LmPK inhibitor: -2%; Pf growth 48h: /; Tb PYK inh: -7%; HCV inh: 21%

Next structures follow:
[17] CCN(CC)c1ccc(CN(C(=O)c2cccs2)C2CCS(=O)(=O)C2)cc1 (stereo unspecified)
[18] O=C(CNS(=O)(=O)c1ccc(F)cc1)N1CCOCC1
[19] CCOP(=O)(c1ccc(N(C)C)cc1)C(O)c1ccccc1F (stereo unspecified)
[20] COc1ccccc1NC(=S)N(Cc1ccco1)Cc1cc2ccc(C)c(C)c2[nH]c1=O
[21] Cc1ccc(CSCC(=O)N(C)CC(=O)Nc2ccc(Cl)c(Cl)c2)cc1
[22] CC(C)NC(=O)[C@H]1N2C(=O)c3ccccc3C2SC1(C)C (stereo partly specified)
[23] COc1ccc(N2C(=O)c3ccccc3NC2c2ccc(OC)c(CN3CCOCC3)c2)cc1 (stereo unspecified)
[24] O=C(Nc1cccc(S(=O)(=O)N2CCOCC2)c1)c1cn(-c2ccccc2)nc1-c1ccccc1
screen / no.,17,18,19,20,21,22,23,24
Pf growth 96h,?,29%,-22%,150%[activator],?,12%,316%[activator],10µM*
Sm TGR block,3%,3%,14%,-12%,-1%,-1%,16%,-5%
LmPK inhibitor,-2%,-8%,-4%,0%,/,4%,1%,3%
Pf growth 48h,?,10%,-5%,12µM*,?,/,46%[activator],-28%
Tb PYK inh,-17%,-9%,-8%,1%,0%,5%,-2%,-3%
HCV inh,18%,18%,-13%,?,4%,4%,-1%,15%

Copied from the list.
For Pf growth 96h, compound 22 is listed with 12%
For Sm TGR block, compound 21 is listed with -1%

Further records:
[25] Cc1onc(-c2c(Cl)cccc2Cl)c1NC(=O)NNc1c(Cl)cncc1Cl
[26] CCCN1Cc2cccc(C(=O)NCCCOC(C)C)c2C1=O
[27] CC1(C)C(=O)Nc2ccccc2N1C(=O)CN1C(=O)c2ccccc2C1=O
[28] Cc1ccccc1Nc1c(N)c(=O)oc2ccccc12
[29] Cc1c(C(=O)NC(C)c2ccncc2)oc2ccccc12 (stereo unspecified)
[30] COC(=O)COc1ccc(Cl)cc1C1Nc2ccccc2C(=O)N1c1ccc(OC)cc1 (stereo unspecified)
[31] Cc1c(C)n(CCC(=O)O)c2ccccc12
[32] OCCC1CN(Cc2ccccc2OC2CCCC2)CCN1Cc1ccsc1 (stereo unspecified)
screen / no.,25,26,27,28,29,30,31,32
Pf growth 96h,-6%,44%[activator],-1%,-1%,/,73%[activator],90%[activator],22%
Sm TGR block,0%,-2%,17%[11.4 µM],0%,-3%,4%,5%,1%
LmPK inhibitor,-2%,-14%,1%,0%,5%,7%,4%,10%
Pf growth 48h,98%[activator],-9%,/,?,?,24%,7%,?
Tb PYK inh,2%,0%,0%,1%,-9%,0%,-5%,-9%
HCV inh,5%,1%,8%,1%,-5%,33%[activator],2%,-26%

[33] COCCN1C(=O)C(=O)/C(=C(/O)c2ccc(S(=O)(=O)N3CCCCC3)cc2)C1c1ccc(OC)cc1 (stereo unspecified)
[34] CC1SC(c2ccc(F)cc2)N(CCc2ccccc2)C1=O (stereo unspecified)
[35] CC(C)Cc1nc(N2CCN(C(=O)c3ccccc3)CC2)c(C#N)c2c1CCC2
[36] CCOC(=O)C1CCN(C(=O)c2cccc(S(=O)(=O)NCc3ccccc3)c2)CC1
[37] c1csc(-c2cn3c(n2)SCC3)c1
[38] CCOC(=O)Cn1nc(C)c([N+](=O)[O-])c1C
[39] O=C(CSc1cc(Cl)ccc1Cl)NC1CC1
[40] O=C(COc1ccccc1)N1CCN=C1SCc1ccccc1F
screen / no.,33,34,35,36,37,38,39,40
Pf growth 96h,-11%,-4%,?,?,?,-35%,-20%,16%
Sm TGR block,-14%,0%,-9%,-4%,-1%,-3%,-19%,6%
LmPK inhibitor,0%,-3%,5%,/,-1%,14%,/,5%
Pf growth 48h,22%,-26%[0.00184 µM],?,?,0%,1%,-24%,-15%
Tb PYK inh,0%,-5%,2%,0%,-12%,1%,-4%,-2%
HCV inh,11%,1%,11µM*,-21%,0%,19%,-14%,5%

[41] Cc1ccc2c(C(=O)CN3CCCCC3)c(C)[nH]c2c1
[42] CCc1ccc(-c2cc(C)no2)cc1S(=O)(=O)Nc1ccc(Cl)cn1
[43] CCCCN(C)C(=O)c1nc2ccccn2c1CN1CCN(c2ncccn2)CC1
[44] O=C(NCC(O)c1ccc([N+](=O)[O-])cc1)Nc1ccccc1 (stereo unspecified)
[45] CC(C)OC(=O)c1cccnc1SCC(=O)N(C)c1ccccc1
[46] CCOC(=O)C1/C(=N\O)CC(C)(O)C(C(=O)OCC)C1c1ccc(OC)c(OC)c1 (stereo unspecified)
[47] COc1ccc(OC(C)c2ccc(C#N)c(=O)[nH]2)cc1 (stereo unspecified)
[48] Cc1ccc2c(c1)N(C)/C(=C/c1cccc[n+]1CCO)S2
screen / no.,41,42,43,44,45,46,47,48
Pf growth 96h,-11%,-17%,2%,32%[activator],?,25%,-4%,16%
Sm TGR block,20µM*,-12%&-11%,-6%,-1%,0%,5%,/,6%
LmPK inhibitor,1%,1%,3%,2%,4%,5%,1%,0%
Pf growth 48h,-8%,6%,25%,7%,/,-10%,5%,1.9µM*
Tb PYK inh,4%,1%,-2%,6%,-4%,1%,-2%,-5%
HCV inh,?,8%,15%,-10%,-14%,23%,?,?

[49] O=c1c(=Nc2ccccc2O)c(=O)c2ccccc12
[50] Cc1cc(-c2ccccc2)[nH]c(=O)c1S(=O)(=O)c1ccccc1
[51] O=C(NCC(c1ccco1)N1CCCCC1)c1cccnc1 (stereo unspecified)
[52] Cc1cc(Cl)c(S(=O)(=O)N2CCSCC2)cc1OCC(=O)NC1CCCCC1
[53] CC(=O)N1CCN(S(=O)(=O)c2cccc(C(=O)Nc3ccccc3N3CCOCC3)c2)CC1
[54] O=C(Nc1ccc(Cl)cn1)c1ccc2ccccc2n1
[55] CC(=O)Nc1ccc(NC(=O)C(C)OC(=O)c2cc(S(=O)(=O)N(C)C)ccc2N2CCCC2)cc1 (stereo unspecified)
[56] CC(=O)NCCc1nc2ccccc2n1CCCCOc1ccccc1
screen / no.,49,50,51,52,53,54,55,56
Pf growth 96h,9%,42%[activator],?,11%,?,?,?,?
Sm TGR block,0%,6%,-18%,0%,5%,0%,-2%,17%
LmPK inhibitor,-7%,-1%,/,22%,2%,0%,/,-1%
Pf growth 48h,15%,33%[activator],?,/,-24%,231%[activator],?,0%
Tb PYK inh,-12%,-5%,-3%,-5%,2%,-4%,1%,1%
HCV inh,-9%,14%,-4%,6.3µM*,-11%,18%,-10%,-1%

[57] Cc1ccc(-n2ccn(CC(=O)NCCc3ccccc3)c(=O)c2=O)cc1C
[58] O=S(=O)(c1ccc(Cl)cc1)n1ccc2cccnc21
[59] CCOc1c2ccoc2nc2c(OC)c(OC)ccc12
[60] CCOc1ccc(NC(=O)COC(=O)c2ccc3c(c2)C(=O)N(CCc2ccccc2)C3=O)cc1
[61] O=C(NCCCn1ccnc1)/C(=C\c1ccccc1Cl)NC(=O)c1ccccc1
[62] OC(COCc1cccs1)CN1CCN(c2ccccc2Cl)CC1 (stereo unspecified)
[63] O=C(Nc1ccccc1)/C(=C1\CCCN1)[N+](=O)[O-]
[64] Cc1nnc(NC(=O)c2cccc(F)c2)s1
[65] Cc1ccc(C(=O)O)c(C(=O)Nc2nc(C)cs2)c1
[66] O=C1CC(c2ccc(Cl)cc2)SC(N(c2ccccc2)c2ccccc2)=N1 (stereo unspecified)
screen / no.,57,58,59,60,61,62,63,64,65,66
Pf growth 96h,4%,?,44%[activator],-3%,28%,?,51%[activator],?,?,?
Sm TGR block,-11%&2%,-17%,-14%,-8%,?,-1%,-8%,11%,0%,-16%
LmPK inhibitor,0%,7%,3%,-3%,-3%,-3%,-4%,-2%,-7%,1%
Pf growth 48h,48%[activator],?,29%,?,1%,4%,41%[activator],102%[activator],?,-15%
Tb PYK inh,-1%&1%,4%,3%,0%,-8%,-7%,0%,2%,5%,4%
HCV inh,-1%,-2%,?,7%,29%,0%,11%,18%,2%,3%

Quoted at random: six entries already listed
[64] Cc1nnc(NC(=O)c2cccc(F)c2)s1
[59] CCOc1c2ccoc2nc2c(OC)c(OC)ccc12
[62] OC(COCc1cccs1)CN1CCN(c2ccccc2Cl)CC1 (stereo unspecified)
[65] Cc1ccc(C(=O)O)c(C(=O)Nc2nc(C)cs2)c1
[60] CCOc1ccc(NC(=O)COC(=O)c2ccc3c(c2)C(=O)N(CCc2ccccc2)C3=O)cc1
[63] O=C(Nc1ccccc1)/C(=C1\CCCN1)[N+](=O)[O-]
screen / no.,64,59,62,65,60,63
Pf growth 96h,?,44%[activator],?,?,-3%,51%[activator]
Sm TGR block,11%,-14%,-1%,0%,-8%,-8%
LmPK inhibitor,-2%,3%,-3%,-7%,-3%,-4%
Pf growth 48h,102%[activator],29%,4%,?,?,41%[activator]
Tb PYK inh,2%,3%,-7%,5%,0%,0%
HCV inh,18%,?,0%,2%,7%,11%
